Runt-SMMHC FRET: blocks binding of human RUNX1 Runt domain to CBFb-SMMHC. Q01196+Q13951. Cerulean-Runt/Venus-CBFb-SMMHC FRET ratio 530/480, 1 h. inhibition, % at 20 µM. 220,000 compounds, 0.74% hits;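 active = mean inhibition across duplicate retests at 20 µM reaching about 50%, limit read from the data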;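 also: 0% = DMSO wells and 100% = wells with excess untagged CBFb-SMMHC; inhibitors lower the FRET ratio by blocking Runt binding to CBFb-SMMHC; some results filed as inactive read as strong as hits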
EBV gp42 inh: EBV gp42 inhibition. 220,000 compounds, 0.42% hits. Q1HVG2. Fluorescence polarization binding assay, mP read-out. inhibition, % (tested at 21.74 µM). AID 1085; in the data active = inhibition above about 50%
RBBP9 inhibitor: blocks human serine hydrolase RBBP9. O75884. 220,000 compounds, 0.2% hits. recombinant RBBP9, FP-Rh probe fluorescence polarization. inhibition, % at 7.94 µM;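 active = inhibition above the campaign mean of all tested compounds plus 3 SD, cut at about 14% in these data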;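 also: plate controls were DMSO wells with RBBP9 for no effect and wells lacking RBBP9 protein for full effect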
Target sequence (O75884 whole entry, looked up): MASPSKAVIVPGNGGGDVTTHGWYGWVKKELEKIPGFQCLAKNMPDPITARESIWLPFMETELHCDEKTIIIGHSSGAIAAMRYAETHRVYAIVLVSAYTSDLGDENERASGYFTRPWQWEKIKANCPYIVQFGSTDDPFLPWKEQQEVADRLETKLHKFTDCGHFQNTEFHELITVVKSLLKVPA
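System: RBBP9 protein | Quantity: 2.5 µM RBBP9 dispensing solution, before mixing | Reagent: FP-Rh probe, 375 nM dispensing solution | Timing: Enzyme-compound preincubation 30 min, then probe labeling 45 min, 25 °C | Measured by: Fluorescence polarization | Read-out: % inhibition | Replication: One well per compound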
p97 ATPase inh: inhibitors of human p97 ATPase | recombinant p97 ATPase, Kinase-Glo ATP luminescence, 3 h | 220,000 compounds, 0.42% hits | P55072 | inhibition, % at 8 µM; in the data active = inhibition above about 15%;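 also: 0% = DMSO vehicle and 100% = wells lacking enzyme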
Target sequence (P55072 whole entry, looked up): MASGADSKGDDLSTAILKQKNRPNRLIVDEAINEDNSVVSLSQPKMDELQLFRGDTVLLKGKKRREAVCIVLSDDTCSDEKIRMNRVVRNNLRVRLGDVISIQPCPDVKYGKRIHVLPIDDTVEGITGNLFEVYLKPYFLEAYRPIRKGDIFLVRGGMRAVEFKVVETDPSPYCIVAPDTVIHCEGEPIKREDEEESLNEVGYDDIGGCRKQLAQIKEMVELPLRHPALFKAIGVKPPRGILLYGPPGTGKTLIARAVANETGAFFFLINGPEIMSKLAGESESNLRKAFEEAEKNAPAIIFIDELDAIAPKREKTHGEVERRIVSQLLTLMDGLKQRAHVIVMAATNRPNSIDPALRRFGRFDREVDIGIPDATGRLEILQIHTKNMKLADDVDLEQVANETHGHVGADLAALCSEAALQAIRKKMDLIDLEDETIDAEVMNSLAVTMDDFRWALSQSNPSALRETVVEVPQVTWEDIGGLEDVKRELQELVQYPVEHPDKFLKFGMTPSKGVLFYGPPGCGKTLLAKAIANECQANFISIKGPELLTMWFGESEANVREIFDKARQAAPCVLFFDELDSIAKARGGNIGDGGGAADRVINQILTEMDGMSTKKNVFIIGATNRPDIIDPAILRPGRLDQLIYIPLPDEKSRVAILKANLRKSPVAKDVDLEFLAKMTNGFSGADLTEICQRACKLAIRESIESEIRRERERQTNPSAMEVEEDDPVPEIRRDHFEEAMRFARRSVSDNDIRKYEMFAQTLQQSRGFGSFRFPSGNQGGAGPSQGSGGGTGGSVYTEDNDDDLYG
Tb hexokinase: T. brucei hexokinase 1 inhibition | inhibition, % at 10 µM | recombinant TbHK1, G6PDH-coupled NADH A340 | 220,000 compounds, 0.11% hits;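 active = inhibition of 50% or more in the single-dose primary screen; inactive = inhibition below 50%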
Calpain2 inh: calpain II (pig) inhibition; AID 1236; purified calpain II, fluorogenic peptide substrate, 30 min; inhibition, % at 16 µM; 220,000 compounds, 0.37% hits;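 active = inhibition above about 50%, limit read from the data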
Furin inhibitor: blocks human furin protease activity | P09958 | purified furin, fluorogenic substrate cleavage | inhibition, % at 30 µM | 220,000 compounds, 0.061% hits | AID 463115; in the data active = inhibition above about 25%; also: inactives centre near -15
Runt-CBFb FRET: inhibitors of human RUNX1 Runt domain binding to CBFb | Q01196+Q13951 | 220,000 compounds, 0.46% hits | Cerulean-Runt/Venus-CBFb FRET ratio 530/480, 1 h | inhibition, % at 20 µM;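 active = inhibition over about 50% at 20 µM in the single-dose screen, limit read from the data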;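 also: 0% = DMSO wells and 100% = excess unlabeled CBFb competitor control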
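Measured by: fluorescence energy transfer, 422 nm excitation, 530/480 nm emission; Assay system: Cerulean-Runt domain; Medium: Tris pH 7.5 buffer with BSA; Measure: loss of energy transfer signal; Controls: 5 µM unlabeled CBFb as full-inhibition high control; Incubation: protein complex preformed 1 h, compound exposure 1 h, room temperature, dark.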
NCF1 inh: blocks human p47phox regulatory protein of NADPH oxidases; 220,000 compounds, 0.53% hits; inhibition, % at 24.7 µM; AID 1274; p47phox/p22phox peptide binding, fluorescence polarization, 2 h;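 active = inhibition above about 30%, limit read from the data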;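 also: 0% = p47phox with labelled peptide and 100% = labelled peptide alone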
The depositor's hits bear a star; [ ] = another dose, or the depositor's remark. An unsorted share of the library; overall some 2.7% were active at least once.

Screening COCCNC(=O)C1CC2Cn3c(nc4ccccc43)C2N1C (stereo not drawn) returned Runt-SMMHC FRET -4, EBV gp42 inh -4, Tb hexokinase -6, Calpain2 inh 11, Furin inhibitor -28, Runt-CBFb FRET 1 and NCF1 inh 0.
`CC1CCN(C(=O)CCCOc2ccc(Cl)cc2)CC1` gave Runt-SMMHC FRET 1, EBV gp42 inh -13, RBBP9 inhibitor -7, p97 ATPase inh -6, Tb hexokinase 3, Calpain2 inh -1, Furin inhibitor -9[20 µM], Runt-CBFb FRET -4 and NCF1 inh -6.
`COc1cc(OC)cc(C(=O)NNC(=O)c2ccc(S(=O)(=O)N3CC(C)OC(C)C3)cc2)c1` (stereo not drawn) gave Runt-SMMHC FRET 4, EBV gp42 inh 1, RBBP9 inhibitor -3, p97 ATPase inh 2, Tb hexokinase -14, Calpain2 inh -9, Furin inhibitor -28, Runt-CBFb FRET 0 and NCF1 inh -11.
For COC(=O)CC/C(O)=C1/C(=N)CC(C)(C)CC1=O the results were Runt-SMMHC FRET -4, EBV gp42 inh -12, RBBP9 inhibitor -2, p97 ATPase inh 0, Tb hexokinase -5, Calpain2 inh -22, Furin inhibitor -7[20 µM], Runt-CBFb FRET 0 and NCF1 inh -5.
For CCn1cc(C(=O)N2CCN(c3ccccn3)CC2)c(=O)c2cc(S(=O)(=O)N3CCC(C)CC3)ccc21 the results were Runt-SMMHC FRET -1, EBV gp42 inh -15, RBBP9 inhibitor 5, p97 ATPase inh 1, Tb hexokinase -19, Calpain2 inh -23, Furin inhibitor -19, Runt-CBFb FRET -11 and NCF1 inh -2.
Screening Brc1cc(Br)c2ncnc(N3CCCCC3)c2c1 returned Runt-SMMHC FRET -17, EBV gp42 inh -2, RBBP9 inhibitor -6, p97 ATPase inh -5, Tb hexokinase -24, Calpain2 inh 22, Furin inhibitor -10, Runt-CBFb FRET 0 and NCF1 inh -13.
`Cc1nc2ncccn2c1-c1csc(NCc2ccco2)n1` gave Runt-SMMHC FRET -19, EBV gp42 inh 0, RBBP9 inhibitor 1, p97 ATPase inh -2, Tb hexokinase -6, Calpain2 inh -4, Furin inhibitor -16[20 µM], Runt-CBFb FRET 2 and NCF1 inh -8.
For C=CCc1ccc(O)c(-c2cc(CC=C)ccc2O)c1 the results were Runt-SMMHC FRET 2, EBV gp42 inh -3, RBBP9 inhibitor 0, p97 ATPase inh 1, Tb hexokinase -4, Calpain2 inh -52, Furin inhibitor -12, Runt-CBFb FRET 3 and NCF1 inh 4.
`CC(C)C[C@H](NC(=O)c1ccc(OC2CCN(C(=O)C3CC3)CC2)cc1)C(N)=O` gave Runt-SMMHC FRET 2, EBV gp42 inh -7, RBBP9 inhibitor 5, p97 ATPase inh -2, Tb hexokinase -7, Calpain2 inh -28, Furin inhibitor -25, Runt-CBFb FRET 5 and NCF1 inh -10.
Screening O=C(CN1C(=O)C2(OCCO2)c2ccccc21)c1ccc(Br)cc1 returned Runt-SMMHC FRET -1, EBV gp42 inh -16, RBBP9 inhibitor -4, p97 ATPase inh 3, Tb hexokinase 1, Calpain2 inh -18, Furin inhibitor -26, Runt-CBFb FRET 0 and NCF1 inh -10.
For Cc1cc(C(=O)Nc2c(C)cccc2C)n(-c2ccccc2)n1 the results were Runt-SMMHC FRET -4, EBV gp42 inh -14, RBBP9 inhibitor -6, p97 ATPase inh 6, Tb hexokinase 1, Calpain2 inh 7, Furin inhibitor -17, Runt-CBFb FRET -1 and NCF1 inh -8.
`Cc1ccc(-n2c(C)cc(/C=C3/SC(=O)N(CC(=O)N4CCOCC4)C3=O)c2C)nc1` gave Runt-SMMHC FRET -2, EBV gp42 inh -13, RBBP9 inhibitor -6, p97 ATPase inh 6, Tb hexokinase -39, Calpain2 inh -6, Furin inhibitor -11, Runt-CBFb FRET -2 and NCF1 inh -4.

Grouped by structure, the compounds so far containing bromine
Screening Brc1cc(Br)c2ncnc(N3CCCCC3)c2c1 returned Runt-SMMHC FRET -17, EBV gp42 inh -2, RBBP9 inhibitor -6, p97 ATPase inh -5, Tb hexokinase -24, Calpain2 inh 22, Furin inhibitor -10, Runt-CBFb FRET 0 and NCF1 inh -13.
Screening O=C(CN1C(=O)C2(OCCO2)c2ccccc21)c1ccc(Br)cc1 returned Runt-SMMHC FRET -1, EBV gp42 inh -16, RBBP9 inhibitor -4, p97 ATPase inh 3, Tb hexokinase 1, Calpain2 inh -18, Furin inhibitor -26, Runt-CBFb FRET 0 and NCF1 inh -10.

Next section
Screening O=C(CSc1nccc(=O)[nH]1)Nc1ccc(F)c([N+](=O)[O-])c1 returned Runt-SMMHC FRET 1, EBV gp42 inh 3, RBBP9 inhibitor -13, p97 ATPase inh -2, Tb hexokinase 29, Calpain2 inh -1, Furin inhibitor -4, Runt-CBFb FRET 1 and NCF1 inh 2.
`O=C(NCc1ccco1)c1nnc(Cc2ccc(F)cc2)o1` gave Runt-SMMHC FRET -2, EBV gp42 inh -15, RBBP9 inhibitor -7, p97 ATPase inh 2, Tb hexokinase -5, Calpain2 inh 9, Furin inhibitor -11, Runt-CBFb FRET -2 and NCF1 inh -2.
COc1cc(C2C(C#N)=C(N)Oc3n[nH]c(-c4ccccn4)c32)cc(OC)c1OC (stereo not drawn) was read as Runt-SMMHC FRET -1, EBV gp42 inh -2, RBBP9 inhibitor -5, p97 ATPase inh 0, Tb hexokinase 1, Calpain2 inh -21, Furin inhibitor -8, Runt-CBFb FRET -1 and NCF1 inh -3.
`COc1cc(NC(=S)NCCO)c(OC)cc1Cl` gave Runt-SMMHC FRET -2, EBV gp42 inh -8, RBBP9 inhibitor -1, p97 ATPase inh 4, Tb hexokinase 1, Calpain2 inh -1, Furin inhibitor -28, Runt-CBFb FRET 0 and NCF1 inh -5.
Screening NC(=O)Cn1c2[n+](c3ccccc31)CC(O)CS2 (stereo not drawn) returned Runt-SMMHC FRET -6, EBV gp42 inh -29, RBBP9 inhibitor -9, p97 ATPase inh 0, Tb hexokinase -6, Calpain2 inh -5, Furin inhibitor -21[20 µM], Runt-CBFb FRET -1 and NCF1 inh 1.
For CCC(c1nnnn1Cc1ccco1)N1CCC(C(N)=O)CC1 (stereo not drawn) the results were Runt-SMMHC FRET -1, EBV gp42 inh -19, RBBP9 inhibitor -10, p97 ATPase inh 1, Tb hexokinase 4, Calpain2 inh -11, Furin inhibitor -18, Runt-CBFb FRET 4 and NCF1 inh -11.
`CCCC(C)C(=O)Nc1ccc(NC(C)=O)cc1` (stereo not drawn) gave Runt-SMMHC FRET -2, EBV gp42 inh -11, RBBP9 inhibitor -1, p97 ATPase inh 4, Tb hexokinase 1, Calpain2 inh -16, Furin inhibitor -17[20 µM], Runt-CBFb FRET 0 and NCF1 inh -2.
For CCOc1ccc(C(=O)NCCCN(CC)CC)cc1 the results were Runt-SMMHC FRET -1, EBV gp42 inh -1, RBBP9 inhibitor -8, p97 ATPase inh 2, Tb hexokinase 4, Calpain2 inh 12, Furin inhibitor -12, Runt-CBFb FRET 0 and NCF1 inh 7.
CCN(CC)c1ccc(NC(=O)c2nc3nc(C)cc(C(F)F)n3n2)cc1 was read as Runt-SMMHC FRET 4, EBV gp42 inh -5, RBBP9 inhibitor -6, p97 ATPase inh -2, Tb hexokinase -21, Calpain2 inh 4, Furin inhibitor -20, Runt-CBFb FRET 9 and NCF1 inh -9.
Screening Cc1ccc(S(=O)(=O)N2CCCN(S(=O)(=O)c3ccc4c(c3)OCCO4)CC2)cc1 returned Runt-SMMHC FRET -3, EBV gp42 inh -18, RBBP9 inhibitor -10, p97 ATPase inh -5, Tb hexokinase 5, Calpain2 inh 37, Furin inhibitor -15, Runt-CBFb FRET -2 and NCF1 inh -4.
Screening CCOC(=O)CNC(=O)CNC(=O)c1ccc(OC(C)C)cc1 returned Runt-SMMHC FRET -5, EBV gp42 inh -14, RBBP9 inhibitor 6, p97 ATPase inh 10, Tb hexokinase -4, Calpain2 inh 11, Furin inhibitor -18, Runt-CBFb FRET 5 and NCF1 inh -1.
C#CCOCCOCCOCCNc1nc(N2CCOCC2)nc(N2CCN(C(=O)[C@H]([C@@H](C)CC)n3cc([C@@H](N)CO)nn3)CC2)n1 was read as Runt-SMMHC FRET 2, EBV gp42 inh -9, RBBP9 inhibitor -2, p97 ATPase inh 1, Tb hexokinase -2, Calpain2 inh -12, Furin inhibitor -12, Runt-CBFb FRET 1 and NCF1 inh -7.
For O=C(Oc1ccnc2cc(Cl)ccc12)N1CCCCCC1 the results were Runt-SMMHC FRET 1, EBV gp42 inh -16, RBBP9 inhibitor -7, p97 ATPase inh -7, Tb hexokinase 2, Calpain2 inh 8, Furin inhibitor -17, Runt-CBFb FRET 0 and NCF1 inh 11.
For COCCNC(=O)C(=O)NNS(=O)(=O)c1ccc2ccccc2c1 the results were Runt-SMMHC FRET 5, EBV gp42 inh 0, RBBP9 inhibitor -14, p97 ATPase inh -6, Tb hexokinase 6, Calpain2 inh 24, Furin inhibitor -20, Runt-CBFb FRET -1 and NCF1 inh 3.
Screening O=C(NC(=S)Nc1ccc2c(c1)OCCO2)c1ccccc1 returned Runt-SMMHC FRET 2, EBV gp42 inh -2, RBBP9 inhibitor -8, p97 ATPase inh -4, Tb hexokinase 0, Calpain2 inh -4, Furin inhibitor -10[20 µM], Runt-CBFb FRET 0 and NCF1 inh -12.
For Cc1ccc(NC(CC(=O)c2ccccc2)C(=O)O)cc1Cl (stereo not drawn) the results were Runt-SMMHC FRET -2, EBV gp42 inh -16, RBBP9 inhibitor -6, p97 ATPase inh 8, Tb hexokinase -13, Calpain2 inh 12, Furin inhibitor 0, Runt-CBFb FRET 10 and NCF1 inh -9.
Screening O=C1CCCC/C1=C/NCc1ccccc1 returned Runt-SMMHC FRET 2, EBV gp42 inh -10, RBBP9 inhibitor -6, p97 ATPase inh 2, Tb hexokinase -11, Calpain2 inh 13, Furin inhibitor -17, Runt-CBFb FRET -2 and NCF1 inh -6.
CSc1ccc(CNCCN2CCOCC2)cc1 was read as Runt-SMMHC FRET -2, EBV gp42 inh -1, RBBP9 inhibitor -2, p97 ATPase inh 1, Tb hexokinase 4, Calpain2 inh 6, Furin inhibitor -15, Runt-CBFb FRET -1 and NCF1 inh 0.
Screening Cc1nn(CCCC(=O)NCc2ccc(Cl)cc2)c(C)c1[N+](=O)[O-] returned Runt-SMMHC FRET -2, EBV gp42 inh -8, RBBP9 inhibitor -6, p97 ATPase inh 2, Tb hexokinase -3, Calpain2 inh -3, Furin inhibitor -24, Runt-CBFb FRET 0 and NCF1 inh -11.
Screening COc1cccc(-c2csc(N3CCN(C(=S)Nc4cccc(Cl)c4)CC3)n2)c1 returned Runt-SMMHC FRET 37, EBV gp42 inh -25, RBBP9 inhibitor -4, p97 ATPase inh -4, Tb hexokinase -7, Calpain2 inh 26, Furin inhibitor -12[20 µM], Runt-CBFb FRET 4 and NCF1 inh -34.
`O=C(O)c1ccccc1CSC1=NCCS1` gave Runt-SMMHC FRET 5, EBV gp42 inh 1, RBBP9 inhibitor -11, p97 ATPase inh 2, Tb hexokinase -2, Calpain2 inh -8, Furin inhibitor -24, Runt-CBFb FRET 4 and NCF1 inh 5.
`CCOc1ccccc1NC(=O)C(=O)N/N=C/c1cc(Br)ccc1O` gave Runt-SMMHC FRET 9, EBV gp42 inh 1, RBBP9 inhibitor -8, p97 ATPase inh 1, Tb hexokinase -4, Calpain2 inh -45, Furin inhibitor -8, Runt-CBFb FRET -11 and NCF1 inh -25.

Compound activity deposited in PubChem BioAssay by several laboratories.
